GCN5L2 inh – qHTS Assay for Inhibitors of GCN5L2 | GCN5L2 HAT assay, ThioGlo1 CoA-SH fluorescence | Potency, µM (highest dose often 58.9 µM), inactives show top-dose activity change, negative = inhibition, actives largely listed as inhibitors | hit rate 0.21% among 390,000 | AID 504327, 2011
Target sequence (Q92830 whole entry, looked up): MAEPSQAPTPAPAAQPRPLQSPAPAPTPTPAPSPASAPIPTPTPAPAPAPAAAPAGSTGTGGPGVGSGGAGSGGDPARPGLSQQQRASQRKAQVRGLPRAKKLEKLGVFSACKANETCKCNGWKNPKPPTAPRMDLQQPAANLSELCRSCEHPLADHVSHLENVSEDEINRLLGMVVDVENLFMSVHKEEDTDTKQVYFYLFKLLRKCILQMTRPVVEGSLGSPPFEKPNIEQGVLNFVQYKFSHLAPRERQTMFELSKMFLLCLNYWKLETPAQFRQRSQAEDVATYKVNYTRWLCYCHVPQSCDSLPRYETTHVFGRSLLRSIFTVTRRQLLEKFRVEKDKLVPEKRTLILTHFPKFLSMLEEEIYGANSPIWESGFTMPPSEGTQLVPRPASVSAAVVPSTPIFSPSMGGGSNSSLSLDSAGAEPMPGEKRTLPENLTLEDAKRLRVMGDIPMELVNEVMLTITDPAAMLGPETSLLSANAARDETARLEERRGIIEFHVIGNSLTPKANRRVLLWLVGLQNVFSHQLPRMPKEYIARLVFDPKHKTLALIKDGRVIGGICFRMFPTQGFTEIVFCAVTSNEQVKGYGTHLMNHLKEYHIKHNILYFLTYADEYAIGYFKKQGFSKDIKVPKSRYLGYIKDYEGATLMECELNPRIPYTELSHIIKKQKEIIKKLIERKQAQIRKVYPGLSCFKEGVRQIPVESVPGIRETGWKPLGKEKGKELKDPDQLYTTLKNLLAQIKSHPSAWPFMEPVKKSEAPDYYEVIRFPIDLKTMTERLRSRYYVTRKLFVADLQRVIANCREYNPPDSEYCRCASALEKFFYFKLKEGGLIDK
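Titration-based screen in which CoA formation is detected via maleimide probe ThioGlo1 (50uM) turning fluorescent on thiol reaction; substrates H3(1-25) 75uM and acetyl-CoA 70uM, GCN5L2 20nM, 20 min incubation at room temperature.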
TDP1 cell noCPT – qHTS for Inhibitors of human tyrosyl-DNA phosphodiesterase 1 (TDP1): qHTS in cells in absence of CPT; DT40 Tdp1-/- hTDP1 cells, no CPT, ATP luminescence, 48 h; Potency, µM (top dose mostly 46.2 µM), inactives show at the highest dose activity change, negative = growth inhibition, most hits filed as inhibitors; hit rate 15% among 420,000; further: nearly all actives have a fitted effect of over 55% in size
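A cellular qHTS used chicken DT40 cells lacking endogenous Tdp1 but carrying stably transfected human TDP1. Compounds were applied without camptothecin, and cell growth kinetics were judged by ATP-dependent luminescence after ≥48 hr.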
TDP1 inh – qHTS Assay for Inhibitors of Tyrosyl-DNA Phosphodiesterase (TDP1); hit rate 0.28% among 350,000; AID 485290, 2010; Potency, µM (highest dose often 130 µM), for the others: at the highest dose activity change, negative = inhibition, hits mostly inhibitors; recombinant TDP1, AlphaScreen DNA substrate cleavage; Tyrosyl-DNA phosphodiesterase 1 (Homo sapiens), Q9NUW8; further: nearly all actives have a fitted effect of over 40% in size
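AlphaScreen read-out: signal falls as enzyme removes the 3' tyrosine-FITC from a 5'-biotinylated DNA oligo (15 nM, 5 min, RT). Enzyme was E. coli-made recombinant Tdp1 at 1 nM, exposed to compound for 15 min beforehand; beads 10 ug/ml, 10 min.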
* = called active by the depositor; ? = inconclusive; / = no result given; & = joins results of further samples; [ ] = another dose, or the depositor's remark. The call rests on the fitted dose curve; in most records, active means well fitted curve in the direction sought with a large enough effect; inconclusive means small, poorly fitted or top-dose-only effect, or another doubt; inactive means no such curve, though single readings can be large; an effect the other way counts as inactive or inconclusive. On the % scale 0 is the no-effect control and ±100 the full control effect; potency means the concentration at half of the fitted maximal effect. These rows are one share of the data; count on the stated rates, not on these rows.

SMILES	GCN5L2 inh	TDP1 cell noCPT	TDP1 inh
O=[N+]([O-])c1ccc(COc2ccc(-c3[nH]ncc3-c3ccccc3)c(O)c2)cc1	-12.8%	?	6.9%
CCn1c(C)c(C(C)=O)c(N2CCN(c3ccc(OC)cc3)CC2)nc1=S	-2.9%	-21.5%	-8.2%
CSc1nc(-c2ccccc2)nn1C(=O)c1ccccc1	-19.2%	23.1µM*	1.1%
Nc1nc(-c2ccco2)nn1C(=O)c1ccc([N+](=O)[O-])cc1	-0.2%	-30.1%	0.0%
COc1ccc2nc(Sc3c([N+](=O)[O-])nc(C)n3Cc3ccccc3)[nH]c2c1	4.8%	23.1µM*	1.9%
COCCOc1nc2c(c(=O)n(C)c(=O)n2C)n1Cc1cccc(OC)c1	-1.6%	7.31µM*	2.0%
CC(C(=O)NC1CC(C)(C)NC(C)(C)C1)c1ccc([N+](=O)[O-])cc1 (stereo unspecified)	-11.0%	14.8%	2.7%
O=C(CCc1c[nH]c2ccccc12)NCCc1ccccc1	0.3%	-23.0%	3.7%[0.0935 µM]
COc1ccc(N(CC(=O)NCCSc2ccc(C)cc2)S(=O)(=O)c2ccccc2)c(OC)c1	-4.3%	?	2.3%
O=C(c1cc(C(F)(F)F)cc(C(F)(F)F)c1)N1CCC2(CCCN(c3ncccn3)C2)CC1	-20.4%	?	/
O=C(CS(=O)(=O)Cc1ccccc1)N1CCN(Cc2ccc3c(c2)OCO3)CC1	-14.0%	?	6.5%
CCOC(=O)C1(Cc2ccccc2C)CCCN(S(C)(=O)=O)C1 (stereo unspecified)	-5.3%	10.4%	/
O=C(Nc1nccs1)c1cc([N+](=O)[O-])ccc1Cl	-3.9%	?	3.3%
COc1ccc(NC(=O)C(NC(=O)/C=C\c2ccc3c(c2)OCO3)c2ccc(OC)cc2)cc1 (stereo unspecified)	-7.9%	1.2%	0.0%
CCOc1ccc(C(=O)NCC(=O)OC(C)C(=O)NCc2ccco2)cc1OCC (stereo unspecified)	-1.8%	-12.3%	-2.5%
COc1ccccc1OCCNC(=O)CN(c1cccc(C)c1)S(=O)(=O)c1ccccc1	-7.4%	-29.9%	4.8%
CC(/C=N/NC(=O)c1cc(-c2ccc(C)s2)[nH]n1)=C\c1ccccc1	-1.1%	2.59µM*	1.9%
Cc1cc(Cl)cc(C)c1OCC(=O)NC1CCCCCC1	-2.0%	?	-20.4%
O=C(Cn1cc2c(n1)CCCC2)N1CCCC1	-0.4%	-9.9%	6.5%
CCOc1ccc(C(=O)NCC(=O)Nc2ccc3c(c2)OCO3)cc1OCC	-2.2%	5.4%	-8.0%
O=C(COc1ccccc1)NCC(=O)N/N=C/c1ccco1	0.0%	?	-2.8%
CC(=O)c1ccc(NC(=O)c2c(C)nn(-c3ccccc3)c2Cl)cc1	3.6%	-28.8%	/
CC(C)CC1NC(=O)c2cc(Cl)ccc2-n2c1nc1cc(F)ccc1c2=O (stereo unspecified)	-2.7%	/	0.5%
COc1ccccc1NC(=O)CC1CCCC1	0.3%	-2.5%	2.1%
CCC(C)n1c(SCc2ccccc2)nc2ccsc2c1=O (stereo unspecified)	-4.8%	20.6µM*	0.0%
CCN(CC)c1ccc(NC(=O)c2ccccn2)cc1S(=O)(=O)Nc1ccccc1OC	-10.7%	20.6µM*	5.3%
CCOc1cccc2sc(N3CCN(C(=O)c4ccc5ncsc5c4)CC3)nc12	3.7%	?	/
O=C(c1ccccc1NS(=O)(=O)c1ccc([N+](=O)[O-])cc1[N+](=O)[O-])N1O[C@@H]2C=C[C@H]1C2	-3.7%	9.2µM*	/
CC1(C)CC(=O)C2=C(C1)NC(SCC(=O)Nc1ccccc1)=C(C#N)C21CCCCC1	-12.1%	?	7.1%
CC(=O)c1ccc(C(=O)Nc2ccc3c(c2)C(=O)NC3=O)cc1	-1.5%	-19.3%	/
CC(=O)c1sc(C(C)(C)C)cc1NC(=O)/C=C/C(=O)O	-3.0%	?	4.1%
O=[N+]([O-])c1ccccc1Nc1ccc(O)cc1	-4.2%	?	8.2%
CC(C)CC1Nc2ccc(C(=O)NCc3ccc4c(c3)OCO4)cc2NC1=O (stereo unspecified)	-6.0%	?	0.4%
COCCN1C(=O)C(=O)/C(=C(/O)c2ccc3c(c2)OCCO3)C1c1ccc(C(=O)OC)cc1 (stereo unspecified)	-10.2%	-26.0%	2.0%
Nc1ccccc1C(=O)NCc1ccc(F)cc1	2.8%	-18.5%	2.7%
CSCCC(NC(=O)c1ccccc1Br)C(=O)NCC1CCCCC1 (stereo unspecified)	-0.3%	-16.9%	-2.5%
N#Cc1c(-n2ncnc2-c2cccc(Br)c2)sc2c1CCCCC2	-0.5%	-13.8%	-4.8%[12.3 µM]
Cc1ccc2nc(-c3cccs3)oc(=O)c2c1	-6.7%	2.3%	8.9%
COc1ccc(NC(=O)c2cc3ccccc3o2)cn1	-11.3%	10.7%	/
Cc1cc(C(=O)NC(C)c2ccc3c(c2)OCO3)cs1 (stereo unspecified)	2.8%	-14.1%	3.2%
O=C(NC(=S)Nc1ccccc1O)c1ccc(Cl)cc1Cl	-6.5%	29.1µM*	2.4%
CCN(CC)S(=O)(=O)c1cc([N+](=O)[O-])ccc1NNC(=O)Nc1ccc(F)cc1	-12.0%	-95.0%	7.9%
Cc1cc(Cl)ccc1OCC(=O)OCC(=O)N(CC(C)C)c1c(N)n(Cc2ccccc2)c(=O)[nH]c1=O	-7.5%	-15.2%	-7.1%
COc1cccc(CN2CCNC(=O)C2CC(=O)N(C)CCC2CCOCC2)c1 (stereo unspecified)	-1.6%	6.7%	0.7%
CCCCCCc1cc2cc(C(=O)Nc3ccccc3OC)c(=O)oc2cc1O	-2.3%	16.4µM*	-2.3%
O=C(Nc1cccc([N+](=O)[O-])c1)c1ccc2nsnc2c1	0.5%	-1.3%	6.0%
C=CC[C@H](CC(=O)N(CCO)Cc1ccccc1)C(=O)N[C@H](C)COC(=O)[C@@H](CC=C)CC(=O)OC(C)(C)C	2.6%	18.4µM*	0.4%
COc1ccc(C(=O)NCc2nnc(SCC(=O)NO)n2Cc2ccccc2)cc1	0.6%	?	1.2%
COc1ccc(N2CCN(CCCNC(=O)c3cc4sccc4n3C)CC2)cc1	-3.5%	?	6.1%
CC(=O)Nc1ccc(-c2cc(N)n(-c3ccccc3)n2)cc1	17.6%	-23.2%	1.2%
CCOc1ccccc1NC(=O)CN(c1ccc(C)cc1)S(=O)(=O)c1c(C)n[nH]c1C	-6.6%	?	5.0%
Cc1ccc2nc(-c3ccccc3C)oc(=O)c2c1	-8.4%	9.9%	-4.0%
CC(=O)Nc1cc2c(nc1C)nc(C)n2Cc1ccc(Br)cc1	0.9%	0.1%	5.6%
CN(c1ccccc1)S(=O)(=O)c1ccc(C(=O)NCc2ccccc2CN2CCCC2)cc1	-0.4%	-29.5%	-3.1%
COc1cccc(OC)c1NC(=O)C1CCCN1C(=O)Nc1ccccc1F (stereo unspecified)	-3.2%	13.3%	6.1%
COc1ccc(-c2nc3cnccn3c2Nc2ccc(C)cc2)cc1	?	14.6µM*	5.4%
COc1ccc(S(=O)(=O)N2CCN(C(=O)c3c(-c4ccccc4)noc3C)CC2)cc1	-8.9%	?	4.8%
COCc1nc2ccccc2n1Cc1cccc(C)c1	-4.2%&-4.0%	?	5.1%&9.2%
CCOC(=O)C1CCN(C(=O)CN2c3ccc(C(C)C)cc3-c3ccccc3S2(=O)=O)CC1	-11.3%	?	1.6%
COc1ccc(CNC[C@H]2O[C@@H](n3cnc4c(N)ncnc43)[C@H](O)[C@@H]2O)cc1OC	0.6%	-13.3%	0.7%

New compounds follow:
SMILES	GCN5L2 inh	TDP1 cell noCPT	TDP1 inh
Cc1cc2ccccn2c1C(=O)c1cccc(S(=O)(=O)N2CCOCC2)c1	-1.6%	16.4µM*	-2.5%
O=C(O)c1nc(N2CCCCC2)ncc1Cl	-2.4%	-11.5%	-1.1%
Cc1csc(NC(=O)c2ccc(-c3ccc(Cl)cc3Cl)o2)n1	-6.7%	5.17µM*	4.2%
COc1ccccc1/C=C/C1(C(=O)NC2CCCC2)CC(=O)N1c1ccc(F)cc1 (stereo unspecified)	-12.0%	?	6.6%
Cc1ccccc1-c1cc(C(=O)NCC2CC2)nn1CC1CC(c2cccc([N+](=O)[O-])c2)=NO1 (stereo unspecified)	-8.2%	16.4µM*	3.1%
Cc1ccc(C)c(N(C(=O)Cn2nnc3ccccc32)C(C(=O)NCc2ccco2)c2ccncc2)c1 (stereo unspecified)	-1.4%	-17.3%	3.1%
Cc1ccc(Cn2cnc3c(nnn3Cc3ccc(Cl)cc3)c2=O)cc1	0.8%	-13.1%	4.3%
CCC(=O)Nc1cc(C(C)C)c(O)cc1C	/	-15.6%	4.1%
COc1ccc(CCNC(=O)CN(c2cc(C(F)(F)F)ccc2Cl)S(C)(=O)=O)cc1	-4.3%	?	/
CN(Cc1ccccc1)C(=O)C1CCCN1S(=O)(=O)c1ccc(Cl)cc1 (stereo unspecified)	1.7%	-18.1%	0.8%
Cc1c([N+](=O)[O-])c(C(=O)N2CCCC2)nn1C	-10.2%	-7.9%	4.1%
Cc1cc(CSCc2ccc(Cl)cc2)no1	?	-2.8%	/
COc1ccc(C(=O)N2CCN(Cc3cn[nH]c3-c3ccc(OC)cc3F)CC2)cc1	-5.2%	?	/
O=C(CCCc1ccccc1)Nc1ccnn1C1CCN(Cc2ccccc2)CC1	-3.7%	?	5.6%
O=C(NC(=S)NC1CCSC1=O)c1ccccc1F (stereo unspecified)	-0.8%	-106.2%	0.0%
CCCN(CC(=O)Nc1ccccc1OC)C(=O)Cc1ccccc1F	-1.4%	-12.1%	12.6%
COc1ccc(N2CCN(C(=S)Nc3ccc(S(N)(=O)=O)cc3)CC2)cc1	2.9%	?	3.6%
COc1ccccc1Nc1nc(N)nc(CN2CCC(C)CC2)n1	-1.3%	-16.4%	5.3%
C=CCn1c(=O)c2ccccc2n2c(=S)[nH]nc12	4.0%	7.5%	/
CC(Oc1ccc(Cl)cc1Cl)c1ccnc(N)n1 (stereo unspecified)	6.1%	6.0%	5.4%

As entered above:
`C=CCn1c(=O)c2ccccc2n2c(=S)[nH]nc12` in GCN5L2 inh shows 4.0%
`CC(Oc1ccc(Cl)cc1Cl)c1ccnc(N)n1` (stereo unspecified) in TDP1 cell noCPT shows 6.0%
`Cc1ccccc1-c1cc(C(=O)NCC2CC2)nn1CC1CC(c2cccc([N+](=O)[O-])c2)=NO1` (stereo unspecified) in TDP1 inh shows 3.1%

Later entries.
SMILES	GCN5L2 inh	TDP1 cell noCPT	TDP1 inh
Cc1ccc(Cn2ccc(NC(=O)c3noc4c3CCc3ccccc3-4)n2)cc1	-11.7%	-6.8%	4.6%
CCCCCn1ccc(=N)cc1	-2.2%	5.17µM*	0.0%
COc1cc(C)ccc1OCCSc1nc2ccc(NC(=O)c3ccc4c(c3)OCO4)cc2s1	0.3%	?	0.5%
COC(=O)CSc1ccc2nnc(-c3ccc(F)cc3)n2n1	-17.8%	?	5.9%
Cc1ccc(C(=O)Nc2ccccc2)cc1S(=O)(=O)N1CCN(C)CC1	-1.7%	8.3%	/
Cc1cc(C)nc(NC(=S)Nc2cccc(Cl)c2Cl)c1	1.1%	-23.4%	2.6%
O=C(NCc1ccccc1Cl)NC(=O)c1ccccc1	1.8%	5.8%	8.7%
COn1c(=S)[nH]c2ccccc2c1=O	-5.9%	-1.9%	-4.0%
CCOc1ccc(NC(=O)N2CCC(N3CCCCC3)CC2)cc1	-4.6%	-0.4%	0.0%
Cc1ccc2c(CSc3nnnn3C)cc(=O)oc2c1	1.3%	-5.7%	-2.6%

Whole records as entered above. Screens in order: GCN5L2 inh	TDP1 cell noCPT	TDP1 inh
Cc1ccc2c(CSc3nnnn3C)cc(=O)oc2c1 in the list: 1.3%	-5.7%	-2.6%
COc1cc(C)ccc1OCCSc1nc2ccc(NC(=O)c3ccc4c(c3)OCO4)cc2s1 in the list: 0.3%	?	0.5%
O=C(NCc1ccccc1Cl)NC(=O)c1ccccc1 in the list: 1.8%	5.8%	8.7%

Structural class: the compounds so far with a cyano group (2)
SMILES	GCN5L2 inh	TDP1 cell noCPT	TDP1 inh
CC1(C)CC(=O)C2=C(C1)NC(SCC(=O)Nc1ccccc1)=C(C#N)C21CCCCC1	-12.1%	?	7.1%
N#Cc1c(-n2ncnc2-c2cccc(Br)c2)sc2c1CCCCC2	-0.5%	-13.8%	-4.8%[12.3 µM]
